Bioassay records as filed in PubChem.
Lamin A splicing: modulators of lamin A splicing; Potency, µM (doses to about 46.1 µM), for inactives: at the top dose ratio change, negative = inhibition, usual class: inhibitors; actives 0.01% (n = 200,000); HeLa LMNA splicing GFP/RFP minigene ratio, 48 h; AID 1487; active = well fitted inhibition curve with a large enough effect in the signal ratio, with a control signal flat, not every such curve was filed as active; inconclusive = small, poorly fitted or top-dose-only effect, or effect the other way, or a change in a side signal; the % refers to the signal ratio; note: % is set by controls: 0 for no effect and ±100 for the full control effect
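Read-out is the ratio of GFP to DsRed2 object intensity, acquired by 488 nm laser-scanning cytometry on HeLa lamin A-EGFP minigene reporter cells. Compound incubation 48 hrs at 37 °C in Opti-MEM with 2% FBS; DMSO 0.5% final.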
L3MBTL1 inh: blocks human L3MBTL1. Q9Y468. AlphaScreen L3MBTL1–H3K9me1 peptide binding. Potency, µM (highest dose often 57.1 µM), for the others: at the highest dose activity, negative = inhibition, most hits filed as inhibitors. actives 0.66% (n = 230,000). AID 485360; note: % is set by controls: 0 for no effect and ±100 for the full control effect; nearly all actives have a fitted effect of over 60% in size
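First, the protein-peptide complex forms for 30 min at room temperature (L3MBTL1 50 nM, biotinylated H3K9me1 peptide 75 nM). Next, compounds are pin-transferred and incubated 30 min. Finally, AlphaScreen beads are added and read after 30 min.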
RECQ1 inh: RECQ1 (human) helicase inhibition; RECQ1 DNA unwinding, red fluorescence kinetic read; actives 0.54% (n = 240,000); Potency, µM (top dose mostly 57.3 µM), for the others: top-dose activity, negative = inhibition, usual class: inhibitors; P46063;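 note: plate controls were vehicle for no effect and no enzyme for full effect; nearly all actives have a fitted effect of over 30% in size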
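RECQ1T1 50 nM; forked duplex (20 bp + 30-nt ss tails) 200 nM, ATP 2 mM final; pH 8.0, 2 mM MgCl2, 2.5 ug/ml poly(dI-dC); 15 min compound preincubation; discontinuous kinetic read over 2 h at RT.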
ALDH1A1 block: ALDH1A1 (human) enzyme inhibition; P00352; Purified ALDH1A1, NADH fluorescence, propionaldehyde substrate; Potency, µM (top dose mostly 75.3 µM), without a hit: top-dose activity, negative = inhibition, usual class: inhibitors; actives 7.3% (n = 220,000); AID 1030; active = well fitted inhibition curve with a large enough effect, not every such curve was filed as active; inconclusive = small, poorly fitted or top-dose-only effect, or another doubt; inactive = no such curve, though single readings can be large or run the other way;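 note: plate controls were no enzyme wells and a reference inhibitor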
Target sequence (P00352 whole entry, looked up): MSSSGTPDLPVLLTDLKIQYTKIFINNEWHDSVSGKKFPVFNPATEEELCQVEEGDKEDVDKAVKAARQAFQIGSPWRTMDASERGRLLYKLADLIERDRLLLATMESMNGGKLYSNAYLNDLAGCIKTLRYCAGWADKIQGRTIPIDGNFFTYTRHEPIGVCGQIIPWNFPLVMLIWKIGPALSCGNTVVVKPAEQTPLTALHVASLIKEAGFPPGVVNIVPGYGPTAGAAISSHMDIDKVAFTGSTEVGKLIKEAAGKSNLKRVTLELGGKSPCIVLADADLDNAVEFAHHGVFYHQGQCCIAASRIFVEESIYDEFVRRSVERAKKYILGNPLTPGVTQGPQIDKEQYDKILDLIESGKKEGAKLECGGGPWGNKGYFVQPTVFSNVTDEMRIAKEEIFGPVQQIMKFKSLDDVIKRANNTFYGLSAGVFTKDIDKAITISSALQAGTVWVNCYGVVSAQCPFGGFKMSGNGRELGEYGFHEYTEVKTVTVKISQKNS
JMJD2E inh: inhibitors of human JMJD2E histone demethylase | B2RXH2 | JMJD2E catalytic domain, FDH-coupled NADH fluorescence (FDH is formaldehyde dehydrogenase) | Potency, µM (highest dose often 57.1 µM), for the others: at the top dose activity change, negative = inhibition, usual class: inhibitors | actives 1.6% (n = 230,000) | AID 2147; active = well fitted inhibition curve with a large enough effect, not every such curve was filed as active; inconclusive = small, poorly fitted or top-dose-only effect, or another doubt; inactive = no such curve, though single readings can be large or run the other way;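 note: 0% = wells with enzyme and -100% = buffer wells without enzyme; nearly all actives have a fitted effect of over 50% in size; many of its hits are not listed in these tables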
Target sequence (B2RXH2 1-337 limits assumed): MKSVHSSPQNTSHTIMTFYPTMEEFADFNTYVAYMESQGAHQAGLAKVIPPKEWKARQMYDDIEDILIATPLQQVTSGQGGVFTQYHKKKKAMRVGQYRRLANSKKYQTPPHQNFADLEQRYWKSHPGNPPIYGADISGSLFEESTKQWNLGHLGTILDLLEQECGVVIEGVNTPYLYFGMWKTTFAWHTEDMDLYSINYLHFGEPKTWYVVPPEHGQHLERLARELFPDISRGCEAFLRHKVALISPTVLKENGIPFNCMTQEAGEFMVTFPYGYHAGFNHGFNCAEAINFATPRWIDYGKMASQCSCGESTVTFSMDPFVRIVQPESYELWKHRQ
KinaseGlo FLuc: blocks Kinase-Glo luciferase, a counter-screen artifact; Kinase-Glo luciferase, ATP luminescence, 8 min; Potency, µM (top dose mostly 38.3 µM), for inactives: at the top dose activity change, negative = inhibition, actives largely listed as inhibitors; actives 0.28% (n = 200,000); AID 1379; note: % is set by controls: 0 for no effect and ±100 for the full control effect; nearly all actives have a fitted effect of over 60% in size
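Light output from Kinase-Glo luciferase with luciferin and 10 uM ATP in 50 mM imidazole pH 7.2, KCl, MgCl2, Tween 20, BSA; compound pin-delivered, 8-min ambient incubation, then luminescence read.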
SMN2 splice up: increases expression of the SMN2 splice variant; HEK293 SMN2-luciferase splicing reporter, luminescence, 30-36 h; Potency, µM (doses to about 46.1 µM), inactives show at the highest dose activity change, positive = activation, hits mostly activators; actives 2.8% (n = 210,000); note: % of control where 0% means no effect; nearly all actives have a fitted effect of over 55% in size
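HEK293 cells carry an SMN2 […]–luciferase reporter in which exon 7 inclusion puts luciferase in frame. Cells were plated 10-12 h before compound addition, then incubated 30-36 h at 37C. ONE-Glo luminescence was read; sodium butyrate at 4.5 mM final served as control.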
Tau ThT inhib: blocks human tau fibril formation measured by thioflavin T; recombinant tau K18 P301L (four-repeat tau fragment), heparin-induced fibrillization, ThT fluorescence; Potency, µM (top dose mostly 57.4 µM), without a hit: at the highest dose activity, negative = inhibition, most hits filed as inhibitors; actives 2.1% (n = 270,000); AID 1460; note: % is set by controls: 0 for no effect and ±100 for the full control effect; nearly all actives have a fitted effect of over 55% in size
Target sequence (P10636 561-689 P618L limits assumed): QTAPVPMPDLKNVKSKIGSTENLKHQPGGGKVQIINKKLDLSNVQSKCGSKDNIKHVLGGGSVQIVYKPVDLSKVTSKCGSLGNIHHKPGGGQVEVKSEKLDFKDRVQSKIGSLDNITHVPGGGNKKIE
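K18 P301L tau (15 uM + 0.24 uM Alexa 594-tagged), heparin 20 uM, NaOAc pH 7, 6 h 37 C; ThT 30 uM, 1 h RT, ex 450/em 510 nm.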
Numbers without * were called inactive; i = inactive; ? = inconclusive; . = not tested or not shown; & = joins results of further samples; [ ] = remark or other dose. Unless noted, calls come from the whole dose curve; as a rule, active = well fitted curve in the direction sought with a large enough effect; inconclusive = small, poorly fitted or top-dose-only effect, or another doubt; inactive = no such curve, though single readings can be large; an effect the other way counts as inactive or inconclusive. Potency is the fitted concentration of half-maximal effect.

SMILES	Lamin A splicing	L3MBTL1 inh	RECQ1 inh	ALDH1A1 block	JMJD2E inh	KinaseGlo FLuc	SMN2 splice up	Tau ThT inhib
CCN(C=NC1=NN(c2cccc(C(F)(F)F)c2)CC1)CC	?	-2%	0%	-5%	-7%	-3%	-9%	?
O=C(N/N=C/c1ccc(OC(=O)c2ccccc2)c([N+](=O)[O-])c1)c1ccc(O)cc1	-15%	-11%	-15%	7%	-14%	-8%	-18%	8.9µM*
Cc1ccc(NC(=O)CN(C)C(=O)CCOc2ccccc2C)cc1	-9%	7%	-7%	0%	?	0%	-9%	-2%
CCCCN(C(=O)Nc1ccc(Cl)cc1)C1CCN(C(C)=O)CC1	?	.	i	?	4%	1%	-5%	8%&2%
Cc1ccc(-n2nc(-c3cccs3)cc2C(=O)NCC2CCCO2)c(C)c1 (configuration not stated)	-13%	-25%	6%	20µM*	-1%	0%	-37%[inhibitor]	-2%
Cc1ccc2[nH]c(-c3ccccc3)c(CN3CCCC3)c(=O)c2c1	.	8%	i	6%	-26%	.	.	-11%
CSc1nc(C)c(C(=O)C[n+]2ccccc2)cc1C#N	.	11%	i	?	8%	.	.	-17%
O=C(COc1ccc(Cl)cc1)Nc1ccccc1CO	-12%	1%	-8%	7%	-12%	.	.	-8%
CCC(=O)Nc1ccc(NC(=O)CSc2nnc(-c3ccc(O)cc3)n2CC2CCCO2)cc1 (configuration not stated)	.	12%	-11%	?	4%	1%	.	1%
CCN(CC)C(=O)CSc1nc2cccnc2n1-c1ccccc1OC	1%	1%	-5%	?	7%	-3%	2%	-3%
Cc1ccc(NC(=S)NCc2ccc3c(c2)cc(C)n3C)c(C)c1	.	-3%	i	?	?	3%	-34%[inhibitor]	-13%
COC(=O)c1nn(-c2ccc(OC)cc2)c(=O)cc1NN	.	?	?	-10%	-19%	-2%	10%	14µM*
O=C(N/N=C/c1cc(Cl)cc([N+](=O)[O-])c1O)NC12CC3CC(CC(C3)C1)C2	-1%	-24%	5%	?	7%	-4%	-11%	13µM*
CN(C)CC(=O)c1c[nH]c2ccccc12	5%[0.0737 µM]	9%	-6%	14%	-1%	-1%	-1%	2%
CN1CCC(N(C)C(=O)c2cc(=O)c3ccccc3o2)CC1	3%[46 µM]	-19%	-16%	7%	2%	0%	-8%	-2%
Cc1cc(NS(=O)(=O)c2ccc(NC(=S)NC(=O)c3ccc(Br)cc3)cc2)no1	14%	-1%	-1%	?	-6%	2%	6%	?
CCOc1ccc(NC(=O)CCNS(=O)(=O)c2ccc3c(c2)CCC(=O)N3)cc1	-2%	4%	0%	2%	0%	3%	-9%	-6%
O=C(NC1=NCCS1)C1Cc2ccccc2CN1C(=O)c1ccccc1 (configuration not stated)	-4%	.	3%	?	4%	0%	?	6%
CCn1c(SCC(=O)Nc2cc(C)ccc2C)nc2c(c1=O)SC(C)C2 (configuration not stated)	?	-6%	1%	-1%	0%	5%	-12%	-8%
CN(C)c1ccc(/C=N/NC(=O)c2cccc(C(=O)N/N=C/c3ccc(N(C)C)cc3)n2)cc1	?	?	i	2%	0%	-3%	2%	-16%
Cc1ccc(NC(=O)C(=O)NCC2CCCO2)cc1C (configuration not stated)	-8%[46 µM]	11%	i	3%	1%	-1%	11µM*	-10%
COC(=O)c1sc2nc3c(cc2c1N)CCCC3	.	11%	-4%	?	?	-25%	10µM*	?
CCSc1nc(C)cc(Oc2ccc(=O)n(C)n2)n1	12%	3%	-16%	3%	-5%	0%	0%	11%
Cc1ccc2c(CC(=O)OCc3cc(=O)n4c(n3)sc3ccccc34)coc2c1	16%	?	?	8%	-16%	-4%	1%	?

Another view of some results above:
Under each structure: Lamin A splicing | L3MBTL1 inh | RECQ1 inh | ALDH1A1 block | JMJD2E inh | KinaseGlo FLuc | SMN2 splice up | Tau ThT inhib
- CCN(CC)C(=O)CSc1nc2cccnc2n1-c1ccccc1OC
 : 1% | 1% | -5% | ? | 7% | -3% | 2% | -3%
- Cc1ccc(NC(=S)NCc2ccc3c(c2)cc(C)n3C)c(C)c1
 : . | -3% | i | ? | ? | 3% | -34%[inhibitor] | -13%
- COC(=O)c1nn(-c2ccc(OC)cc2)c(=O)cc1NN
 : . | ? | ? | -10% | -19% | -2% | 10% | 14µM*
- O=C(N/N=C/c1cc(Cl)cc([N+](=O)[O-])c1O)NC12CC3CC(CC(C3)C1)C2
 : -1% | -24% | 5% | ? | 7% | -4% | -11% | 13µM*
- CN(C)CC(=O)c1c[nH]c2ccccc12
 : 5%[0.0737 µM] | 9% | -6% | 14% | -1% | -1% | -1% | 2%
- CN1CCC(N(C)C(=O)c2cc(=O)c3ccccc3o2)CC1
 : 3%[46 µM] | -19% | -16% | 7% | 2% | 0% | -8% | -2%
- Cc1cc(NS(=O)(=O)c2ccc(NC(=S)NC(=O)c3ccc(Br)cc3)cc2)no1
 : 14% | -1% | -1% | ? | -6% | 2% | 6% | ?
- CCOc1ccc(NC(=O)CCNS(=O)(=O)c2ccc3c(c2)CCC(=O)N3)cc1
 : -2% | 4% | 0% | 2% | 0% | 3% | -9% | -6%
- O=C(NC1=NCCS1)C1Cc2ccccc2CN1C(=O)c1ccccc1 (configuration not stated)
 : -4% | . | 3% | ? | 4% | 0% | ? | 6%
- CCn1c(SCC(=O)Nc2cc(C)ccc2C)nc2c(c1=O)SC(C)C2 (configuration not stated)
 : ? | -6% | 1% | -1% | 0% | 5% | -12% | -8%
- CN(C)c1ccc(/C=N/NC(=O)c2cccc(C(=O)N/N=C/c3ccc(N(C)C)cc3)n2)cc1
 : ? | ? | i | 2% | 0% | -3% | 2% | -16%
- Cc1ccc(NC(=O)C(=O)NCC2CCCO2)cc1C (configuration not stated)
 : -8%[46 µM] | 11% | i | 3% | 1% | -1% | 11µM* | -10%
- COC(=O)c1sc2nc3c(cc2c1N)CCCC3
 : . | 11% | -4% | ? | ? | -25% | 10µM* | ?
- CCSc1nc(C)cc(Oc2ccc(=O)n(C)n2)n1
 : 12% | 3% | -16% | 3% | -5% | 0% | 0% | 11%

Other records follow:
SMILES	Lamin A splicing	L3MBTL1 inh	RECQ1 inh	ALDH1A1 block	JMJD2E inh	KinaseGlo FLuc	SMN2 splice up	Tau ThT inhib
C=CCn1c(SCCN2CCCC2)nc2c([nH]c3ccccc32)c1=O	.	.	-11%	-11%	-14%	-1%	-2%	-2%
Oc1ccccc1C1=Nc2ccccc2N=C(c2ccco2)C1	-8%	-4%	i	-2%	6%	2%	-6%	-7%
COC(=O)c1[nH]c2ccccc2c1NC(=O)CN1CCN(c2cccc(OC)c2)C(C)C1 (configuration not stated)	-4%	.	-17%	-6%	?	0%	-14%	-14%
CC(=O)N1CCN(c2ccccc2NC(=O)COc2ccc(Cl)cc2Cl)CC1	-1%	30%[11.4 µM]	-4%	-8%	-2%	0%	13%	-9%
O=C(O)CCCC(=O)N1CCCC1	23%[46 µM]	10%	12%	8%	-1%	0%	.	1%
Cc1cc2c(cc(C(=O)OC(C(=O)NCc3ccco3)C(C)C)n2C)o1 (configuration not stated)	?	-11%	i	?	-6%	0%	-17%	-12%
COc1ccc(/C=C2\SC(=N)N(c3ccc(F)cc3)C2=O)cc1OC	.	.	-6%	2%	-6%	0%	-31%[inhibitor]	?
Nc1ccc(Cl)cc1C(=O)OCC(=O)NC1CCS(=O)(=O)C1 (configuration not stated)	.	2%	-1%	.	?	.	.	-13%
CCOc1ccccc1CNc1ccc(N2CCOCC2)c(C(=O)O)c1	-5%	-5%	-2%	4%	-7%	.	.	-13%
OCC1(Cc2ccccc2Cl)CCN(C/C=C/c2ccccc2)CC1	-7%[46 µM]	-9%	-2%	-1%	-3%	-3%	.	-11%
CCSc1nnc(Nc2ccccc2)s1	-8%	-6%	-8%	-5%	2%	-6%	?	-20%
COc1ccc2c(c1)C(SCC(=O)NCCc1ccccc1)CC(C)(C)O2 (configuration not stated)	4%	-9%	i	?	-24%	-7%	2%	?
COc1ccc2[nH]c(=O)c(CN(C)C(=O)c3cccs3)cc2c1	.	10%	0%	.	?	.	.	-8%
CCOC(=O)C1=C(C)NC2=C(C(=O)CCC2)C1c1ccc(O)c(OCC)c1 (configuration not stated)	4%	-2%	9%	-10%	1%	-5%	21%	-8%
Cc1ccc2nc(N/N=C/c3ccccc3C#N)nc(-c3ccccc3)c2c1	?	-4%	-12%	-15%	?	4%	-8%	?
CS(=O)(=O)c1ccc2nc(NC(=O)CS(=O)(=O)Cc3ccccc3)sc2c1	.	-8%	-8%	5%	3%	7%	-6%	8%
O=C(CC1(C(F)(F)F)OCCO1)Nc1ccc2c(c1)OCO2	4%	2%	-4%	9%	-6%	-2%	9%	3%
Cc1ccc(N=Nc2c(N)nn(-c3ccccc3)c2N)cc1	?	-15%	-1%	6%	-6%	-2%	10µM*	4.5µM*
CCCc1nnc(NC(=O)c2cc3ccccc3oc2=O)s1	5%	.	-19%	?	10%	-2%	12%	-16%
Cc1ccc(CSc2nnc(NC(=O)C3COc4ccccc4O3)s2)cc1 (configuration not stated)	?	4%	-9%	-4%	-3%	1%	-2%	?
Cc1ccc(S(=O)(=O)NC(=O)N(C)C2CCCCC2)cc1	.	-1%	15%	3%	16%	.	.	-1%
CCC(=O)Nc1nc(-c2ccccc2)nc(SC)c1C(C)=O	4%[46 µM]	11%	-4%	4%	-6%	0%	-1%	-7%
Cn1c(CCNC(=O)c2ccco2)nc2cc(NC(=O)C3CCCCC3)ccc21	9%	12%	i	-9%	-3%	-3%	14%	-3%
CC1CCc2c(nc3ncnn3c2N2CC(C)OC(C)C2)C1 (configuration not stated)	2%	35%[activator]	5%	3%	2%	-5%	-16%	-5%

For convenience, some entries already given:
SMILES	Lamin A splicing	L3MBTL1 inh	RECQ1 inh	ALDH1A1 block	JMJD2E inh	KinaseGlo FLuc	SMN2 splice up	Tau ThT inhib
Cn1c(CCNC(=O)c2ccco2)nc2cc(NC(=O)C3CCCCC3)ccc21	9%	12%	i	-9%	-3%	-3%	14%	-3%
CC1CCc2c(nc3ncnn3c2N2CC(C)OC(C)C2)C1 (configuration not stated)	2%	35%[activator]	5%	3%	2%	-5%	-16%	-5%

These rows are one share of the data, so the mix of outcomes need not match the whole.
